IP6K1 inhibitor = Primary qHTS assay for small molecule inhibitors of Inositol hexaphosphate kinase 1 (IP6K1) | Inositol hexakisphosphate kinase 1 (Homo sapiens), Q92551 | activity change, % (series mostly up to about 58 µM) | AID 1645851, 2021 | actives 0.81% (n = 140,000) | IP6K1 kinase, ADP-Glo luminescence, 2 h; hits give low values; in the data active means activity change below about -25%
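ADP-Glo luminescence measures ADP made by human IP6K1 during a 2 h RT reaction with ATP/IP6 (mix at 1.3 mM/130 uM); top library doses 57.5 and 19.1 uM final.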
SNCA expr inh = Primary qHTS assay for inhibitors of alpha-synuclein gene (SNCA) expression. HEK-293 SNCA-luciferase knock-in, luminescence, 24 h. Potency, µM (highest dose often 57.2 µM), inactives show top-dose activity change, negative = inhibition, most hits filed as inhibitors. actives 0.17% (n = 140,000);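 further: potency means the concentration at half of the fitted maximal effect; plate controls were DMSO cells for no effect and cell-free wells for full effect; nearly all actives have a fitted effect of over 45% in size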
Luciferase inh = Firefly luciferase inhibition profiling of diverse chemical library using quantitative high-throughput screening; Luciferin 4-monooxygenase (Photinus pyralis), P08659; purified P. pyralis luciferase, luminescence, biochemical; Potency, µM (top dose mostly 115 µM), inactives show at the highest dose activity change, negative = inhibition, most hits filed as inhibitors; actives 2.5% (n = 76,000); AID 1347043, 2019; further: potency means the concentration at half of the fitted maximal effect; nearly all actives have a fitted effect of over 65% in size
Target sequence (P08659 whole entry, looked up): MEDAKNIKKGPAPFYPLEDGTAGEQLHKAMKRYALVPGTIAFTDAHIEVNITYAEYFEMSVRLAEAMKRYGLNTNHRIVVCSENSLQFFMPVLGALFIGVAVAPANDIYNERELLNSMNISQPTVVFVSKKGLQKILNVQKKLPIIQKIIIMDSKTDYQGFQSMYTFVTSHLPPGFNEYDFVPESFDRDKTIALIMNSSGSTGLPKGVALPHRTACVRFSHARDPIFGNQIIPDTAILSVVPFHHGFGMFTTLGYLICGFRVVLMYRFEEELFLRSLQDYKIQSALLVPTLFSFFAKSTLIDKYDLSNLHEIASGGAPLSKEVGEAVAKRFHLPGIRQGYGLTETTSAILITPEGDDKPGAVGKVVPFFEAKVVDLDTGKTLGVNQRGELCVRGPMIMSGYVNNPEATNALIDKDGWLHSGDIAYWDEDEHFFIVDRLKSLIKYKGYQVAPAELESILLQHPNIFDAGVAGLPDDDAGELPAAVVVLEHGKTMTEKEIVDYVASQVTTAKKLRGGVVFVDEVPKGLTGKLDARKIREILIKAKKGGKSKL
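Luminescence read by CCD imager after adding enzyme (10nM final) to wells holding compound, titrated in qHTS. Substrates 10uM each D-luciferin and ATP; buffer 50mM Tris acetate pH 7.5, 10mM Mg acetate, Tween-20, BSA.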
GPT2 inh = Primary qHTS assay for inhibitors of Glutamate pyruvate transaminase 2 (GPT2). Alanine aminotransferase 2 (Homo sapiens), Q8TD30. Recombinant GPT2, coupled pyruvate oxidase/HRP Amplex Red fluorescence. Potency, µM (doses to about 57.7 µM), for the others: top-dose activity change, negative = inhibition, most hits filed as inhibitors. actives 0.25% (n = 100,000); further: potency means the concentration at half of the fitted maximal effect; nearly all actives have a fitted effect of over 60% in size; many of its hits are not listed in these tables
Target sequence (Q8TD30 whole entry, looked up): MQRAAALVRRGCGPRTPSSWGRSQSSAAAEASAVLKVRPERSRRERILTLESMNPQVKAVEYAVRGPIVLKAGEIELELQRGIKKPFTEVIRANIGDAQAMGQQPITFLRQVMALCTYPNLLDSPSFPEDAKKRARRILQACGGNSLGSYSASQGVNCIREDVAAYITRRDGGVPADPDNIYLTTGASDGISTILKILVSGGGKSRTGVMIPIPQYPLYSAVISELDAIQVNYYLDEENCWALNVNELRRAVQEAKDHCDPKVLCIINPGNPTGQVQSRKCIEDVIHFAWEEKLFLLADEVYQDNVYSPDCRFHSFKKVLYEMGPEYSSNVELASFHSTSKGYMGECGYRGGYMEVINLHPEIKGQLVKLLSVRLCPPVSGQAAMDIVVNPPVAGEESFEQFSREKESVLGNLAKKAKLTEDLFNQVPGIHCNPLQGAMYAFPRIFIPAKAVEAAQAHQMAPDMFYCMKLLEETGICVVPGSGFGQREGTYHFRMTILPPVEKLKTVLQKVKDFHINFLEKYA
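Recombinant GPT2 (10ng/uL) with 250uM a-KG and 2mM L-alanine, 30 min at room temperature, in HEPES pH 7.5 buffer. Pyruvate detected by pyruvate oxidase/HRP/Amplex Red fluorescence after 30 min in the dark; AOA (50uM) as positive control.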
SNCA viab count = GF-AFC viability counterscreen for inhibitors of alpha-synuclein gene (SNCA) expression | AID 1671193, 2021 | Potency, µM (top dose mostly 57.1 µM), for inactives: at the top dose activity change, negative = cytotoxicity, hits mostly cytotoxic | HEK-293-SNCA-luc viability, GF-AFC fluorescence, 24 h | actives 0.12% (n = 150,000);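 further: potency means the concentration at half of the fitted maximal effect; 0% = DMSO-treated cells and -100% = medium-only wells without cells; nearly all actives have a fitted effect of over 30% in size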
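HEK-293-SNCA-luc cells (1500/well) plated 24 h, then exposed 24 h to a dilution series; GF-AFC added 30 min at 37C, fluorescence 405/540 nm; normalised to medium-only and DMSO wells, Hill fit.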
HEK293 tox = Cytotoxic Profiling in HEK 293 Cell Line of Diverse Libraries Using Quantitative High-Throughput Screening; HEK 293 viability, ATP luminescence (CellTiter-Glo), 48-72 h; Potency, µM (doses to about 115 µM), for inactives: at the top dose activity change, negative = cytotoxicity, usual class: inhibitors; actives 6.6% (n = 94,000); AID 1345083, 2018; further: potency means the concentration at half of the fitted maximal effect; nearly all actives have a fitted effect of over 60% in size
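CellTiter-Glo luminescence (cellular ATP) was read after 48 or 72 hr of compound exposure at 37 degree Celsius. Cells were HEK 293 plated at 250 cells/well.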
NIH3T3 tox = Cytotoxic Profiling in NIH 3T3 Cell Line of Diverse Libraries Using Quantitative High-Throughput Screening; AID 1345082, 2018; Potency, µM (top dose mostly 96.7 µM), for inactives: top-dose activity change, negative = cytotoxicity, actives largely listed as inhibitors; NIH 3T3 viability, CellTiter-Glo ATP luminescence, 48-72 h; actives 4.3% (n = 94,000); further: potency means the concentration at half of the fitted maximal effect; nearly all actives have a fitted effect of over 55% in size
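Cytotoxicity was measured by CellTiter-Glo ATP luminescence after 48 or 72 h compound exposure at 37 °C. Mouse NIH 3T3 fibroblasts were seeded at 400 cells/well and dosed by 23 nL pin transfer.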
The depositor's hits bear a star; i = inactive; ? = inconclusive; · = no result given; [ ] = remark or other dose. Unless noted, the call rests on the fitted dose curve; in most records, active means well fitted curve in the direction sought with a large enough effect; inconclusive means small, poorly fitted or top-dose-only effect, or another doubt; inactive means no such curve, though single readings can be large; an effect the other way counts as inactive or inconclusive. Unless noted, on the % scale 0 is the no-effect control and ±100 the full control effect. This is a subset. The share of hits here may be higher or lower than overall.

Compound	IP6K1 inhibitor	SNCA expr inh	Luciferase inh	GPT2 inh	SNCA viab count	HEK293 tox	NIH3T3 tox
Cc1cnc(CCNS(=O)(=O)c2cccc(F)c2)n1C(C)C	-1	4%	-2%	i	3%	i	i
O=C(NCc1ccc(F)cc1)c1nc2sccn2c1-c1ccc(C(F)(F)F)cc1	21	?	·	i	-8%	?	14µM*
CN1CCC(N2CCC[C@@H](O)[C@H](NC(=O)c3ccc(OCC(N)=O)cc3)C2)CC1	0	15%[87.6 µM]	-3%[172 µM]	1%[88.5 µM]	1%[87.6 µM]	-3%[172 µM]	3%[174 µM]
CCOc1ccc(Cn2c(CNS(=O)(=O)c3ccc(Cl)s3)nc3cccnc32)cc1	-28*	?	·	·	1%	·	·
COc1ccc(OC)c(NC(=O)c2cc3c(N4CCSCC4)nc(C)cn3n2)c1	3	3%	-7%	i	9%	-23%	-11%
CC1=C[C@@H](CNCc2ccco2)[C@H](C(C)C)C[C@H]1Cc1nnc(C(C)(C)C)o1	13	?	3%[172 µM]	-3%[88.5 µM]	-27%[87.6 µM]	63µM*	100µM*
Cc1cnc(C(=O)N2CCC(c3noc(-c4cccnc4)n3)C2)cn1 (configuration not stated)	8	-17%	2%	i	5%	9%	5%
CS(=O)(=O)N1C[C@@H](COCC2CC2)[C@H](c2ccccn2)C1	0	4%	-12%	i	-4%	-1%	-4%
CCN(CC)C(=O)NCc1cccnc1N1CCN(c2ccccn2)CC1	12	?	-4%	-37%	-16%	-14%	-21%
O=C(Nc1ccc(S(=O)(=O)N(Cc2ccccc2)c2ccccc2)cc1)c1ccccc1F	21	-7%	·	·	-5%	·	·
Fc1ccc(-c2noc([C@@H]3Cc4nc[nH]c4CN3Cc3cccs3)n2)cc1Cl	17	70%[activator][87.6 µM]	56µM*	i	-10%[87.6 µM]	?	50µM*
COc1cccc(-n2c(C)nc3c(cnn3-c3ccc(C)c(C)c3)c2=O)c1	5	77%[activator]	·	·	5%	·	·
Nc1nn(-c2ccccc2)nc1C(=O)OCc1ccccc1Br	9	31%[activator]	·	·	2%	·	·
O=C(COc1ccccc1)N1CCCC(c2noc(COc3ccccc3F)n2)C1 (configuration not stated)	0	73%[activator]	?	i	-20%	?	?
Cc1cnc(C(=O)N2CCCN(S(C)(=O)=O)c3ccccc32)cn1	-4	16%	3%	i	-6%	-1%	2%
COc1ccccc1C(=O)N1CCC(n2cc(-c3nc(C(C)C)no3)nn2)CC1	4	0%	10%	4%	4%	?	-19%
O=C(c1cccs1)N1CCOCC2(CN(Cc3cc(F)cc(F)c3)C2)C1	20	13%[87.6 µM]	-5%[172 µM]	-2%[88.5 µM]	-3%[87.6 µM]	?	-20%[138 µM]
COc1ccc(C(=O)N[C@@H]2CCC[C@@H]2C(=O)NCc2ccc(C)cc2)cn1	-1	12%	-12%	1%	-10%	-7%	-3%
CCNC(=O)N1CCCCCCNC(=O)[C@@H]2CCCC[C@@H]21	-2	-14%	-11%	i	-44%	3%	-11%
COc1ccc2[nH]c3c(c2c1)CCNC31CCN(C(=O)c2cnccc2C)CC1	5	?	-2%	0%	5%[12.5 µM]	?	-19%
COc1cccc(N2CCN(C(=O)c3cc4c(s3)-c3c(C)cccc3OC4)CC2)c1	2	25%	·	·	-4%	·	·
O=C(NC(C(=O)Nc1ccccc1)C1CCN(C(=O)c2cccc(F)c2)CC1)c1ccc(F)cc1 (configuration not stated)	26	8%	-13%	-13%	9%	-15%	-29%
CC(C)c1ccccc1OCC(=O)c1ccc2c(c1)N(CC(=O)N1CCCC1)C(=O)CO2	-6	10%	2%	-5%	-7%	40µM*	-5%
CO[C@H]1[C@H](NC(=O)c2cn(C)c3ccccc23)c2ccccc2C12CCNCC2	-2	-15%	1%	-2%	?	?	?
CC(C)C1=NOC2(CCN(Cc3cccn3C)C2)C1 (configuration not stated)	-3	-36%[87.6 µM]	·	i	-11%[87.6 µM]	-14%[172 µM]	-8%[138 µM]
CN(c1ccccc1)S(=O)(=O)c1nnc(NC(=O)COc2ccccc2)s1	12	-12%	·	·	-2%	·	·
COCCn1nc2n(c1=O)CCN(S(=O)(=O)c1c(C)nn(C)c1C)CC2	4	-5%	1%	i	13%	5%	-7%
O=C1Nc2ccccc2CN(Cc2ccc(Cl)cc2)C12CCNC2 (configuration not stated)	-20	-4%	·	5%	-8%	50µM*	?
CC(C)(C)C(=O)NCCc1nc2ccccc2n1CCCCOc1ccc(Cl)cc1	-8	?	·	·	?	·	·
O=C(NCc1ccc(F)cc1)c1cc(-c2ccc[nH]2)n[nH]1	3	-5%	-23%	2%	5%	-20%	-26%
Cc1cccnc1CN1CCN2C(=O)N(Cc3ccc(F)cc3)C[C@H]2C1	-10	13%[87.6 µM]	4%[172 µM]	-9%[88.5 µM]	3%[87.6 µM]	?	?
O=S(=O)(c1ccc(Cl)s1)N1CCC(n2cnnc2C2CC2)CC1	0	-5%	-7%	4%	13%	-15%	?
COc1ccccc1-c1ccc(CN2CCC(NC(=O)c3ccc(C(F)(F)F)cc3)C2)cc1 (configuration not stated)	28	·	·	·	·	25µM*	?
C[S+](=O)([O-])c1cccc(NC(=O)c2nnn3c2CN(Cc2cccc(Cl)c2)C(=O)CC3)c1	-6	-27%	0%	-15%	-5%	?	?
Cc1noc(-c2cccn3c(CNC(=O)c4cccc(Cl)c4)nnc23)n1	2	-19%	4%	-10%	-2%	i	-8%
CCn1nccc1C(=O)N1CCC(Cc2ccc(CCC(=O)NC3CC3)cc2)CC1	18	5%	·	-7%	0%	?	?
COc1ccc(-c2noc([C@@H](C)NC(=O)COc3ccccc3)c2C(=O)O)cc1	17	-21%[87.6 µM]	13%[172 µM]	-16%[88.5 µM]	-1%[87.6 µM]	i	i
CC(C)c1nc2nccc(-c3cc4ccccc4o3)n2n1	10	-6%	-9%	?	2%	?	?
Cc1cc(C)n(CC(=O)N2CC[C@@H]3CN(S(C)(=O)=O)[C@@H]3C2)n1	17	?	-8%	3%	?	i	1%
CCN1C(=O)C2CC3(CCN(C4CCOCC4)CC3)CN2C1=O (configuration not stated)	-12	-1%	-1%	4%	4%	i	5%
O=C(NC[C@H]1Cn2c(-c3ccccc3)cnc2CO1)C1CCCC1	5	-6%[87.6 µM]	0%[172 µM]	-5%[88.5 µM]	1%[87.6 µM]	-17%[172 µM]	-23%[138 µM]
O=C1CC2(CCN(C(=O)CCn3cc(Cl)cn3)C2)C(=O)N1 (configuration not stated)	7	-6%	0%	-41%	3%	-2%	-3%
C/C(=C\CO[C@@H]1O[C@H](CO[C@H]2OC[C@](O)(CO)[C@H]2O)[C@@H](O)[C@H](O)[C@H]1O)C(C)(C)O	8	·	·	i	0%[23.9 µM]	·	·
CCOC(=O)c1ccc(NC(=O)Cn2ccn3nc(-c4ccccc4)c(CO)c3c2=O)cc1	14	-19%	0%	-6%	11%	-18%	-16%
C=Cc1ccc(CN2C(=O)N(c3ccc(C)c(C)c3)S(=O)(=O)c3ccccc32)cc1	19	-21%	·	·	-12%	·	·
CN(C)CCCn1ccnc1C1CCCN(S(=O)(=O)N2CCCC2)C1 (configuration not stated)	8	?	-13%	i	7%	-7%	-9%
COc1ccc(CNC(=O)c2ccc3[nH]c(C)c(C)c3c2)c(OC)c1	-2	18%	·	·	-17%	·	·
O=C(NCc1ccc(F)c(F)c1)C1CCc2nnc(C3CC3)n21 (configuration not stated)	9	-12%	·	-12%	-9%[12.5 µM]	-6%	-12%
CN(C)c1ccc(-c2cc(-c3ccc(=O)[nH]c3)c3cncn3c2)cc1	0	26%[87.6 µM]	?	i	-19%[87.6 µM]	-17%[172 µM]	?
CCOC(=O)c1c(C)oc2ccc(N(C(C)=O)S(=O)(=O)c3c(C)cc(C)cc3C)cc12	-3	24%	·	·	?	·	·

New compounds follow.
Compound	IP6K1 inhibitor	SNCA expr inh	Luciferase inh	GPT2 inh	SNCA viab count	HEK293 tox	NIH3T3 tox
Cc1ccc(Cn2c(CNS(=O)(=O)c3ccc(F)c(Cl)c3)nc3cccnc32)cc1	35	?	·	·	-16%	·	·
CC(C)C(=O)N1Cc2ccccc2CC2(CCCCN2CC2CCOCC2)C1 (configuration not stated)	-11	-3%	·	i	0%	-19%	-10%
Cc1ccc(Cl)cc1NC(=O)c1cc2c(=O)n3cccc(C)c3nc2n1C	34	35%[activator]	·	·	?	·	·
O=C(CCCn1c(=O)c2ccccc2n(CC(=O)Nc2cccc(C(F)(F)F)c2)c1=O)NCc1ccc2c(c1)OCO2	-10	-12%	·	·	0%	·	·
O=C(CCN1CCCCC1=O)N[C@H](C1CCNCC1)C1CC(O)C1 (some centres not stated)	5	-21%	5%	i	-5%	i	i
CN(C)C(=O)N1CCCC(C(=O)N2CCCC2c2nc3ccncc3[nH]2)C1 (configuration not stated)	16	30%	·	5%	1%	0%	-21%
Cc1nc(C)c(C(=O)N[C@@H]2CN(Cc3ccncc3)C[C@H]2CN(C)C)s1	6	11%	-15%	?	20%	-21%	-21%
O=C(CCc1cc(=O)[nH]o1)N[C@H](c1ccccn1)C1CC(O)C1 (some centres not stated)	13	-9%	-4%	-23%	0%	-3%	-12%
CCCCn1c(=O)c(C(=O)N2CCN(C(=O)c3ccccc3F)CC2)nc2cccnc21	9	11%	·	i	12%	-7%	?
COc1ccc(Cn2c(=O)c(C(=O)NCc3cccs3)nc3cccnc32)cc1	10	61%[activator]	·	i	-5%	?	?
O=C(CCc1nnn2c1CN(S(=O)(=O)c1ccc(F)cc1)CC2)N1CCOCC1	14	29%	8%	i	6%	-11%	-12%
Cn1cc2c3c(cccc31)CN(C(=O)Cc1ccc(Cl)cc1)CC2	-1	10%	4%	1%	4%	?	-13%

3 structures already listed, arranged by length of the SMILES, descending.
Compound	IP6K1 inhibitor	SNCA expr inh	Luciferase inh	GPT2 inh	SNCA viab count	HEK293 tox	NIH3T3 tox
Cc1ccc(Cn2c(CNS(=O)(=O)c3ccc(F)c(Cl)c3)nc3cccnc32)cc1	35	?	·	·	-16%	·	·
CC(C)C(=O)N1Cc2ccccc2CC2(CCCCN2CC2CCOCC2)C1 (configuration not stated)	-11	-3%	·	i	0%	-19%	-10%
O=C(CCN1CCCCC1=O)N[C@H](C1CCNCC1)C1CC(O)C1 (some centres not stated)	5	-21%	5%	i	-5%	i	i
